HepG2 viability – counter-screen for TGF-b inhibitors: cytotoxicity in HepG2 cells; Potency, µM (highest dose often 46.1 µM), inactives show at the highest dose activity change, negative = cytotoxicity, hits mostly cytotoxic; 0.76% of 410,000 active; HepG2 CAGA-GFP viability, ATP luminescence, 18 h; AID 588856; note: potency is the fitted concentration of half-maximal effect; some results filed as inactive show a strong effect at the top dose
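CellTiter-Glo luminescence gave cytotoxicity after 18 hours at 37 degrees C. The cells were HepG2 CAGA-GFP in 1% FBS DMEM, stimulated with 500 pg/mL TGF-beta after compound addition. %Activity was normalised to no-cell wells (complete cell-killing) and DMSO (no toxicity), and curves were fitted and classified.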
S2 tox – cell viability loss in ATXN counter-screen | S2 cells (HEK-293 line with an ATXN2-luciferase reporter) viability, CellTiter-Fluor protease fluorescence, 24 h | AID 651635 | Potency, µM (titrated, usually from 56.7 µM), hits mostly cytotoxic | 0.49% of 400,000 active; note: potency is the fitted concentration of half-maximal effect; nearly all actives have a fitted effect of over 40% in size
ATXN2 expr inh – inhibitors of ATXN2 expression | HEK-293 ATXN2-luciferase reporter, luminescence, 24 h | Potency, µM (doses to about 57 µM), inactives show top-dose activity change, negative = inhibition, actives largely listed as inhibitors | 0.72% of 360,000 active | AID 1745845; note: potency is the fitted concentration of half-maximal effect; % is set by controls: 0 for no effect and ±100 for the full control effect; nearly all actives have a fitted effect of over 55% in size
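ATXN2-luciferase reporter cells (luciferase flanked by upstream and downstream ATXN2 gene portions) were treated 24 h at 37 °C with compounds at up to 57 uM. SteadyGlo luminescence gave expression; GF-AFC fluorescence gave viability.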
Nrf2 inh – blocks Nrf2 signaling | A549 ARE-Fluc reporter, luciferase luminescence, 18-24 h | 2.1% of 360,000 active | Potency, µM (series often up to 46 µM), for inactives: at the highest dose activity change, negative = inhibition, most hits filed as inhibitors | AID 504444; note: potency is the fitted concentration of half-maximal effect; % is set by controls: 0 for no effect and ±100 for the full control effect; nearly all actives have a fitted effect of over 60% in size
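Reporter: ARE-Fluc in A549. Exposure: 18-24 h, 37 °C, 5% CO2, 5% FBS OPTI-MEM. Readouts: fluorescent cytotoxicity (CellTiter-Fluor), then luminescent Nrf2 signal after BugLite.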
Nrf2 ARE act – activators of Nrf2 (ARE) signaling; AREc32 ARE-luciferase reporter (MCF7-derived line), luminescence, 24 h; AID 624171; Potency, µM (doses to about 46.1 µM), for inactives: at the highest dose activation, actives largely listed as activators; 0.31% of 410,000 active; note: potency is the fitted concentration of half-maximal effect; % of control where 0% means no effect; nearly all actives have a fitted effect of over 65% in size
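Reporter line AREc32 (ARE-Fluc), seeded overnight in OPTI-MEM with 5% FBS; compound pin-transferred, 24 hr at 37 deg C, 5% CO2; luminescent read-out.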
TGFb inhibitor – blocks TGF-b signaling | HepG2 CAGA-GFP TGF-b/SMAD3 reporter, GFP fluorescence, 18 h; TGF-beta stimulated, 500 pg/mL final | AID 588855 | 1.2% of 410,000 active | Potency, µM (titrated, usually from 46.1 µM), inactives show at the highest dose activity, negative = inhibition, most hits filed as inhibitors; note: potency is the fitted concentration of half-maximal effect; % is set by controls: 0 for no effect and ±100 for the full control effect; nearly all actives have a fitted effect of over 65% in size
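Using HEPG2 CAGA-GFP reporter cells at 1000 cells/well, we pinned test compounds, stimulated with recombinant TGF-beta (500 pg/mL final) and measured total well GFP after 18 h.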
A549 tox – counter-screen for Nrf2 inhibitors: cytotoxicity in A549 cells | A549 ARE-Fluc cells, CellTiter-Fluor viability, 18-24 h | Potency, µM (doses to about 46 µM), for the others: at the highest dose activity change, negative = cytotoxicity, hits mostly inhibitors | 0.16% of 390,000 active; note: potency is the fitted concentration of half-maximal effect; % is set by controls: 0 for no effect and ±100 for the full control effect
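A549 ARE-Fluc cells in 5% FBS OPTI-MEM, 5000 cells/well, rested 2 h then exposed to compounds in concentration-response for 18-24 h at 37 °C. Viability by CellTiter-Fluor fluorescence (Ex 405/Em 525) after 30 min; luciferase luminescence (BugLite, 15 min, RT) read afterwards.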
MCF10A rerep – DNA re-replication induction in MCF 10a cells; MCF 10A DNA re-replication, Hoechst nuclear intensity, 48 h; Potency, µM (doses to about 46.1 µM), for the others: at the highest dose activity, positive = re-replication, actives largely listed as activators; 2.9% of 350,000 active; AID 624296; note: potency is the fitted concentration of half-maximal effect; % of control where 0% means no effect; nearly all actives have a fitted effect of over 50% in size
IL-1B inflam inh – blocks inflammasome-driven IL-1 beta release | 4.7% of 360,000 active | AID 743279 | activity change, % at 57.5 µM | THP-1 LPS/ATP IL-1B secretion, AlphaLISA, 16 h; active compounds read low; in the data active = activity change below about -50%; inconclusive = mostly about -30% to -49%; note: % is set by controls: 0 for no effect and ±100 for the full control effect
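Secreted IL-1B measured by AlphaLISA bead assay after 16 h compound exposure of THP-1 cells; compounds (final up to 57.5 uM) added 1 h before LPS (250 ng/mL) and ATP (1.25 mM) stimulation; lower signal means less secretion.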
* = called active by the depositor; i = inactive; u = inconclusive; x = not tested or not shown; & = joins results of further samples; [ ] = remark or other dose. Unless noted, calls come from the whole dose curve; as a rule, active = well fitted curve in the direction sought with a large enough effect; inconclusive = small, poorly fitted or top-dose-only effect, or another doubt; inactive = no such curve, though single readings can be large; an effect the other way counts as inactive or inconclusive. No enrichment for hits. Share with any hit: about 8.8%.

SMILES	HepG2 viability	S2 tox	ATXN2 expr inh	Nrf2 inh	Nrf2 ARE act	TGFb inhibitor	A549 tox	MCF10A rerep	IL-1B inflam inh
O=C(OC1CCCCC1=O)c1cc(Cl)ccc1[N+](=O)[O-] (stereo not given)	8%	i	-7%	11%	5.3%	7%	0%	7%	2
COc1ccc(OCCCC(=O)Nc2cccnc2)cc1	1%	i	5%	1%	-0.6%	9%	0%	-1%	6
CCc1ccc(-n2c(=O)c3c(C)c(C)sc3n(CC(=O)NCC3CCCO3)c2=O)cc1 (stereo not given)	23%	u	7%	0%	-1.2%	2%	-11%	2%	1
COc1ccc(NC(=O)C(C(C)C)N2Cc3ccccc3C2=O)cc1 (stereo not given)	7%	u	-21%	x	-1.3%	u	-10%	x	x
O=C(/C=C/c1ccco1)N(c1ccccn1)c1ccccn1	-3%	u	-28%	13%	0.3%	10%	-15%	-6%	10
COc1cccc(Cn2c(CNC(=O)Cc3cccc(C)c3)nc3cccnc32)c1	-24%	x	x	x	0.5%	u	1%	x	x
O=C(CCNS(=O)(=O)c1ccccc1)NNC(=O)c1cccc(Cl)c1	6%	i	-5%	-11%	0.2%	4%	1%	3%	-11
O=C(CSc1cn(CC(=O)N2CCCC2)c2ccccc12)Nc1ccccc1C(F)(F)F	-6%	x	x	-10%	1.3%	0%	1%	x	x
CCN(CC)S(=O)(=O)c1cc(-c2ccc(=O)n(C(C)C(=O)Nc3cccc(C#N)c3)n2)ccc1C (stereo not given)	-27%	i	-9%	-21%	1.2%	-14%	0%	x	x
Cc1ccc(C(=O)N/C(=C\c2cccs2)C(=O)N2CCOCC2)cc1C	-15%	u	-9%	-9%	-0.9%	1%	-2%	-15%	4
Cc1ccc2c(c1)N(CC(=O)NCCCN1CCOCC1)C(=O)c1cccnc1O2	-20%	i	-6%	-1%	0.4%	-11%	6%	-1%	6
COc1ccc(/C=C2\SC(=S)N(CCC(=O)N3CCOCC3)C2=O)cc1OC	-15%	i	x	x	0.3%	4%	x	x	-11
COc1ccccc1OCCSc1nc2ccccc2c(=O)[nH]1	10%	i	0%	-23%	0.2%	6%	-6%	21µM*	0
Cc1cccc(Nc2nnc(-c3ccc(C)c(S(=O)(=O)N4CCN(C)CC4)c3)c3ccccc23)c1	-19%	x	x	u	5.3%	u	u	x	x
COc1cc(NC(=O)c2cc3c(=O)n(Cc4ccco4)ccc3nc2C)cc(OC)c1OC	-1%	x	x	-22%	9.0%	0%	6%	x	x
COc1ccc(/C=C2\SC(=S)N(CCC(=O)Nc3ccc(C(=O)O)cc3)C2=O)cc1OC	-8%	i	2%	0%	0.0%	4%	u	-18%	8
CCc1ccccc1NC(=O)c1noc(C(C)C)c1[N+](=O)[O-]	-17%	u	1%	20%	u	-16%	-4%	-2%	u
COc1ccc(Cn2cc(C(=O)c3ccc(F)cc3)c(=O)c3cc4c(cc32)OCCO4)cc1	-5%	i	2%	-21%	0.6%	11%	-11%	x	x
COc1ccccc1NC(=O)Nc1nc(C(N)Cc2ccc(C(F)(F)F)cc2)cs1 (stereo not given)	20µM*	x	-1%	x	-3.4%	u	x	x	0
Cc1ccc(CN(Cc2ccco2)C(=S)Nc2ccccc2C)cc1	-15%	i	3%	-5%	-0.2%	u	-1%	12%	10
CCNC(=O)NC(=O)COC(=O)c1cccc(NS(=O)(=O)/C=C/c2ccccc2)c1	-17%	i	5%	-24%	-0.6%[9.22 µM]	-11%	-2%	6%	6
COc1ccc(N2CC(C(=O)OCC(=O)Nc3cc(C)on3)CC2=O)cc1 (stereo not given)	7%	i	-6%	4%	0.2%	32%	1%	-3%	13
O=C(c1ccccc1)c1nn(-c2ccc(Cl)cc2)cc1C(=O)c1cc2ccccc2oc1=O	-1%	i	3%	-18%	15%	1%	-5%	u	12
O=c1[nH]c(CN2CCOCC2)nc2scc(-c3ccccc3)c12	3%	i	-9%	2%	-0.4%	-20%	-4%	-3%	12
CN(CC(=O)Nc1ccccc1C(F)(F)F)C(=O)c1cc(-c2cccs2)nn1-c1ccccc1	3%	i	10%	0%	-0.1%	-5%	-1%	u	-11
CCC(=O)c1c(NC(C)C)cc(C)oc1=O	-14%	i	-9%	-13%	-0.8%	0%	15%	-1%	-5
COc1cccc(CCC2C(=O)CCCC2=O)c1	-8%	i	1%	-7%	0.2%	-4%	-6%	u	18
CCc1sc(C(=O)Nc2ccsc2C(=O)OC)cc1Br	-17%	i	-4%	x	2.3%	4%	9%	5%	14
Cc1ccccc1Nc1cc2ccccc2c(=O)[nH]1	11µM*	u	-5%	u	-0.7%	4.5µM*	16µM*	u	14
CCCCCC(=O)N1C[C@@H](O)[C@H](n2cc(C3CC3)nn2)C[C@@H]1c1ccccc1	-17%	i	12%	x	1.9%	9%	x	x	45
CCn1ccc2cc(S(=O)(=O)N3CCC(C(=O)NCc4ccc(OC)cc4)CC3)ccc21	-35%	i	3%	x	3.6%	u	7%	x	x
CCOC(=O)CNc1nc(C#N)nc(N2CCOCC2)n1	-1%&-7%	i	-12%	u	-0.4%	-8%&-16%	-4%&2%	u	-90*
O=C(CN1CCc2ccccc21)NC(=O)NCc1ccccc1	-3%	i	-15%	1%	0.1%	20%	7%	0%	17
CCN(CC)C(=O)CN(c1ccc(C)cc1)S(=O)(=O)c1ccc(SC)cc1	1%	i	1%	21%	-0.3%	-12%	7%	-2%	-17
COc1ccc(C(=O)NCC(c2cccnc2)N2CCc3ccccc3C2)cc1 (stereo not given)	-47%	x	x	8%	2.7%	u	-3%	x	x
CC(=O)c1ccc(OCC(=O)NC2CCCN(Cc3ccccc3F)C2)cc1 (stereo not given)	1%	i	x	1%	0.8%	-4%	5%	3%	-10
Oc1ccc(-c2cnns2)c(O)c1	-4%	i	16%	1%	3.3%[9.22 µM]	0%	-16%	u	u
CCc1cccc(NC(=O)Cn2c(=O)n(Cc3ccccc3)c(=O)c3c2c2cc(OC)ccc2n3C)c1	-12%	i	7%	22%	0.2%	0%	2%	x	x
CCOC(=O)c1c(C)[nH]c(C)c1S(=O)(=O)N1CCCC(C(=O)N2CCN(c3ccccc3)CC2)C1 (stereo not given)	1%	i	2%	x	-0.2%	2%	1%	x	x
CCOc1cccc(CNC(=O)c2ccc(N3CCCC3)c(NC(=O)NCc3ccccc3)c2)c1	-5%	u	-6%	x	-0.4%	2%	-4%	x	x
O=C(CSc1ccc(-c2ccccc2)nn1)NC1CCCCC1	-55%	i	8%	-33%	0.4%	-16%	2%	1%	6
CCN(C(=O)COC(=O)c1ccco1)c1cccc2ccccc12	-12%	i	x	5%	-0.8%	2%	-1%	0%	9
O=C(CSc1nccn1Cc1ccc(Cl)cc1)NCc1ccccc1	-10%	u	4%	x	5.3%	-10%	8%	x	x
CCc1ccc(N(C(=O)c2snc(C(N)=O)c2N)C(C(=O)NCC2CCCO2)c2ccco2)cc1 (stereo not given)	3%	i	0%	-4%	0.0%	19%	-4%	u	-24
COc1cc2c(-c3cc(F)cc(F)c3)c(-c3ccsc3)oc(=O)c2cc1OC	6%	i	9%	9%	0.0%	-18%	-2%	2%	-1
CCc1nc2nc(C)cc(C)n2c1Nc1ccc(OC)cc1	x	i	-25%	x	3.9%	x	x	x	44
O=C(CC1C(=O)N(c2ccccc2)C(=S)N1c1ccccc1)c1ccccc1 (stereo not given)	-7%	i	x	u	14%	-7%	-2%	u	-1
COCCCNC(=S)NNC(=S)NCCCOC	-15%	i	-21%	-11%	0.3%	-15%	4%	u	x
CC1(OC(=O)C2CCCC2)C(=O)C=C2C=C(c3ccc(C#N)cc3)OC=C2C1=O (stereo not given)	6%	i	-8%	0%	4.3%	u	-19%	80%	18
CCC(C)NC(=S)N1CCN(C(c2ccccc2)c2ccccc2)CC1 (stereo not given)	14%	i	5%	3%	0.6%	3%	11%	7%	-19
O=C(Cn1c(C(=O)NCC2CCCO2)cc2sccc21)c1ccccc1 (stereo not given)	2%	i	-3%	-1%	-0.1%	0%	-1%	2%	-2
CC(C)N1CCN(Cc2ccncc2)CC1CCO (stereo not given)	5%	i	-23%	19%	-0.4%	7%	0%	0%	17
COc1ccccc1N1CCN(C(=O)CSc2nc3ccccc3nc2Cc2ccc(C)cc2)CC1	3%	x	x	x	0.3%	0%	-8%	x	x
COC(=O)C1=C(C)N(Cc2ccccc2)C(=NCc2ccccc2)N[C@H]1c1cccc(C(F)(F)F)c1	14µM*	x	u	-11%	-3.5%	u	-11%	u	u
O=C(COc1ccc(/C=C\[N+](=O)[O-])cc1)N1CCOCC1	-16%	i	x	-17%	1.0%	10%	-4%	1%	-12
CC(C)=CC(=O)Nc1cccc(S(=O)(=O)NC2=NCCCCC2)c1	2%	x	x	-36%	-0.6%	-2%	0%	1%	-3
CC(=O)N(c1ccc2oc(=O)sc2c1)S(=O)(=O)c1ccc(C)cc1	-7%	i	-17%	-5%	1.8%	0%	1%	u	13
Cc1ccc(Nc2nnc(SCC(=O)Nc3cccnc3Cl)s2)cc1C	-24%	i	12%	u	4.7%	u	-21%	u	u
O=C(NCCO)c1cc2c([nH]c3ccccc32)c(-c2ccccc2)n1	-22%	i	-14%	u	12%	0%	3%	-1%	u
O=C(Nc1ccc(F)cc1)c1cn(-c2ccccc2)nc1-c1ccncc1	-36%	i	12%	-11%	1.8%	0%	-3%	u	-24

Assay outcomes deposited in PubChem BioAssay by National Center for Advancing Translational Sciences (NCATS).
